Hsp70 inhibitors: small molecules displacing fluorescent ligand from Hsp70 – biochemical, fluorescence polarization, primary screen (AID 583); Hsp70 fluorescence polarization probe displacement, mP; higher % means a stronger effect; 140,000 compounds, 0.06% hits; displacement, % at 20 µM; hits with a dose series show IC50 in µM; in the data active means displacement above about 50%;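 further: plate controls were vehicle for no effect and reference ligand for full effect; a part of the inactive calls stands beside numbers as strong as those of hits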
MKP-3 inhibition: MKP-3 phosphatase inhibitors, primary screen, biochemical, rat enzyme, in vitro (AID 425) | recombinant MKP-3 phosphatase activity, fluorescence; higher % means a stronger effect | one-dose inhibition, % at 20 µM; IC50 in µM for titrated hits | 110,000 compounds, 0.17% hits; in the data active means inhibition above about 50%;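 further: plate controls were vehicle for no effect and reference inhibitor for full effect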
Numbers without * were called inactive; nt = no result given; & = joins results of further samples. A portion of the library, so the mix of outcomes need not match the whole.

Hsp70 inhibitors	MKP-3 inhibition	structure
-2.2%	-1%	COc1ccc(NC(=O)c2cccc(F)c2)cc1OC
1.9%	-2%	O=C(CN(Cc1ccco1)C(=O)CNS(=O)(=O)c1ccc(Cl)cc1)NC1CCCCC1
5.6%	nt	COc1ccc(N2CCN(c3oc(Cc4ccccc4)nc3C#N)CC2)cc1
3.6%	nt	Cc1ccc(CSc2ncnc3c2cnn3Cc2ccccc2)cc1C
nt	2%	c1ccc2c(CCNc3ncnc4nc[nH]c34)c[nH]c2c1
2.2%	-1%	Cc1cccc(NC(=O)COc2ccc3ccccc3c2)n1
-1.6%	-11%	CNC(=O)c1ccsc1NC(=O)c1ccc(Cl)s1
-1.4%	1%	N#C/C(=N/Nc1ccccc1[N+](=O)[O-])C(=N)N1CCOCC1
0.8%	-5%	Cc1cccc(NC(=O)c2cc(NC(=O)C3CCCCC3C(=O)O)ccc2N2CCCCC2)c1 (centres undefined)
-2.2%	-3%	COc1ccccc1CC(=O)NCc1ccco1
-3.3%	-2%	COc1cc(C2Nc3ccccc3NC3=C2C(=O)CC(c2ccc4c(c2)OCO4)C3)cc(OC)c1O (centres undefined)
1.0%	5%	CC(=O)N1CCc2cc(S(=O)(=O)NCCC(=O)NCCc3ccccc3)ccc21
7.7%	nt	Cn1c(SCC(=O)N2CCN(c3ccccc3)CC2)nnc1-c1ccco1
2.2%	-7%	O=C(O)CN(c1ccc2c(c1)OCCO2)S(=O)(=O)c1ccccc1
-1.0%	-7%	CC(C)Cc1nc2n[nH]c(N)c2c2c1CCC2
-0.8%	nt	CCOc1ccc(N(C(C)C(=O)NCc2ccco2)S(C)(=O)=O)cc1 (centres undefined)
5.1%	-1%	COc1ccc(-c2c(C(F)(F)F)oc3c(CN4CCN(C)CC4)c(O)ccc3c2=O)cc1
4.0%	5%	O=C(C1CCN(S(=O)(=O)c2ccc(F)cc2)CC1)N1CCOCC1
-2.0%	nt	CCN(CC)CC(O)COc1ccc2c(c1)c(C(C)=O)c(C)n2-c1ccccc1 (centres undefined)
nt	-11%	Cc1cc(C)cc(CC2CC(=O)N(c3nc(C)cc(C)n3)C2=O)c1 (centres undefined)
5.5%&2.0%	-2%&3%	CC(C)COCC1CC2(CC(C)C(=O)CC2=O)C(=O)O1 (centres undefined)
1.8%	-5%	C/C(NCCCn1ccnc1)=C(\C#N)C(N)=O
-9.6%	2%	COC(=O)CCN1C(=O)/C(=C\c2ccc([N+](=O)[O-])cc2)SC1=S
-6.2%	4%	Cc1oc2ccc(OCC(=O)OCc3ccccc3)cc2c1C(=O)OC(C)C
-0.5%	nt	Cc1ccc(CNc2ccc(CNc3ncn[nH]3)cc2)cc1

3 compounds already listed, ordered by the number in MKP-3 inhibition, falling.
Hsp70 inhibitors	MKP-3 inhibition	structure
4.0%	5%	O=C(C1CCN(S(=O)(=O)c2ccc(F)cc2)CC1)N1CCOCC1
-3.3%	-2%	COc1cc(C2Nc3ccccc3NC3=C2C(=O)CC(c2ccc4c(c2)OCO4)C3)cc(OC)c1O (centres undefined)
nt	-11%	Cc1cc(C)cc(CC2CC(=O)N(c3nc(C)cc(C)n3)C2=O)c1 (centres undefined)

Next section.
Hsp70 inhibitors	MKP-3 inhibition	structure
-0.4%	nt	COc1ccc(OC)c(S(=O)(=O)NC2CCCCC2)c1
12%	-3%	N#Cc1c(NC(=O)c2ccncc2)sc2c1CCC2
4.5%	nt	N#CC1=C2SCN(Cc3ccccc3)CN2C(=O)CC1c1ccc2c(c1)OCO2 (centres undefined)
4.8%	3%	O=C1NC(=S)S/C1=C/c1ccc(OCc2cccc(C(=O)O)c2)cc1
-3.1%	0%	S=C1NC(c2ccccc2)=NCN1c1ccccc1
-1.0%	-10%	CC1(C)Cc2c(c(-c3ccccc3)[nH]c(=O)c2C#N)CS1
2.1%	-5%	CCCc1nnc(SCc2ccc(OC)cc2)n1N
-1.0%	-6%	O=C(Nc1ccc(C(=O)N2CCOCC2)cc1)c1cccs1
1.8%	4%	O=C(C1CCCN(S(=O)(=O)c2cccc3cccnc23)C1)N1CCN(c2ccc(F)cc2)CC1 (centres undefined)
1.3%	1%	COc1ccc(Cl)cc1N1CC(C(=O)Nc2nccs2)CC1=O (centres undefined)
0.8%	-1%	c1ccc(-c2nc3nonc3nc2-c2ccccc2)cc1
2.0%	0%	Cc1sc(NC(=O)c2ccc(Cl)cc2)c(C(=O)OC(C)C)c1C
-0.8%	0%	C#CC(C)(C)NC(=O)/C=C/c1ccccc1Cl
6.2%	nt	Cc1noc(C)c1COC(=O)[C@H](C)NS(=O)(=O)c1ccc(Cl)c(Cl)c1
12%	-4%	Cc1ccc2nc(SC(C)C(=O)N3CCCC3)[nH]c2c1 (centres undefined)
2.6%	-14%	Cc1ccc(-c2nnn(CC(=O)N(c3ccccc3)C(C(=O)NC3CCCC3)c3ccco3)n2)o1 (centres undefined)
3.5%	-2%	C=CCn1c(COc2ccc(Cl)cc2)nnc1SCC(=O)N1CC(=O)Nc2ccccc21
-0.6%	4%	O=C(CN1C(=O)c2ccc([N+](=O)[O-])cc2C1=O)Nc1cc(Cl)ccc1C(=O)O
1.2%	7%	O=C1NC(=S)S/C1=C/c1ccncc1
-0.6%	-3%	CCCCOCC(O)CCc1n[nH]c(=S)n1-c1ccccc1 (centres undefined)
-4.2%	4%	Cc1ccnc(NS(=O)(=O)c2ccc(NC(=O)/C=C/c3ccc(C(C)C)cc3)cc2)n1
7.2%	-4%	Cc1c(NC(=O)C(C)Oc2ncnc3ccccc23)c(=O)n(-c2ccccc2)n1C (centres undefined)
-1.0%	-10%	O=C(c1cncc(Br)c1)N1CCN(c2ccc(N3CCOCC3)nn2)CC1
2.9%	-1%	COc1ccc(NC(=O)N2CCCC2)cc1OC
3.1%	nt	Cc1onc(-c2ccccc2)c1C(=O)Nc1cccc(OC(C)C)c1
6.0%	-4%	COc1ccc(C(=O)CSc2nc3nc(C)cc(C)n3n2)cc1OC
-1.0%	0%	CN(C(=O)c1ccno1)c1nnc(-c2ccccn2)s1
-4.4%	6%	CCOC(=O)c1csc(NC(=O)c2ccc(-c3ccccc3)cc2)n1
3.2%	2%	Cc1cc(NC(=O)CSc2nnc(-c3ccc4c(c3)OCCO4)o2)no1
-2.4%	-2%	COCCCNc1nc2c(c(=O)[nH]c(=O)n2C)n1CC(O)COc1ccccc1 (centres undefined)
-2.7%	11%	Cc1nnc(SC(=O)N2c3ccccc3Sc3ccccc32)s1
-1.5%	-9%	Cc1cc(C)c2c(=O)n(CC(=O)NCCCN3CCN(c4ccccc4F)CC3)sc2n1
1.9%	1%	CCN(CC)c1ccc(/C=N\NC(=O)c2cccc3cc[nH]c23)cc1
-4.0%	nt	COC(=O)CC/C(O)=C1\C(=O)CC(C)(C)CC1=Nc1ccccc1OC
-2.6%	nt	CCCCOC(=O)NC(NCC(O)c1ccccc1)(C(F)(F)F)C(F)(F)F (centres undefined)
2.0%	1%	COc1ccccc1CNC(=O)Cc1ccccc1[N+](=O)[O-]
8.8%	nt	CCN1c2cccc3cccc(c23)S1(=O)=O
-4.2%	nt	O=C(NCCc1ccccc1)C1CCN(C(=O)NCc2ccccc2)CC1
4.1%	-6%	Cc1ccc2nsnc2c1NC(=O)c1ccc([N+](=O)[O-])cc1
0.6%	8%	O=C(c1ccc(F)cc1)N1CCN(C2CCN(Cc3ccccc3)CC2)CC1
-4.3%	-4%	CC(=O)Cc1nsc(NC(=O)c2cc(-c3ccccc3Cl)oc2C)n1
-0.3%	0%	COCCNC(=O)CN(C(=O)CCC(=O)Nc1cc(C)on1)c1ccc(C)cc1C
-2.0%	nt	O=C(O)CCc1ccc(-c2ccccc2)n1-c1cccc(O)c1
-2.4%	2%	COCCCNC(=O)COc1ccc(Cl)cc1C
-1.1%	-6%	O=C(CSc1ccccc1)Nc1ccncc1
-0.3%	-6%	CCOC(=O)N1CCN(C(=O)c2ccc3c(=O)n(CCC4=CCCCC4)c(=S)[nH]c3c2)CC1
3.1%	-1%	Cc1nc2c(s1)sc1ccccc12
-0.9%	nt	COc1ccc(Cn2c(C)c(C)c(C#N)c2NC(=O)Nc2cccc(Cl)c2)cc1
2.9%	-1%	O=C(CSc1nnnn1-c1ccccc1Cl)Nc1ccc2c(c1)OCCO2
3.1%	-1%	COc1ccc(NC(=O)COc2ccc3ccccc3c2)cc1Cl

Four entries from above, as labelled records.
> O=C(O)CCc1ccc(-c2ccccc2)n1-c1cccc(O)c1
  Hsp70 inhibitors: -2.0%	MKP-3 inhibition: nt

> CN(C(=O)c1ccno1)c1nnc(-c2ccccn2)s1
  Hsp70 inhibitors: -1.0%	MKP-3 inhibition: 0%

> Cc1cc(C)c2c(=O)n(CC(=O)NCCCN3CCN(c4ccccc4F)CC3)sc2n1
  Hsp70 inhibitors: -1.5%	MKP-3 inhibition: -9%

> O=C(c1ccc(F)cc1)N1CCN(C2CCN(Cc3ccccc3)CC2)CC1
  Hsp70 inhibitors: 0.6%	MKP-3 inhibition: 8%

Next compounds follow:
Hsp70 inhibitors	MKP-3 inhibition	structure
-5.0%	1%	O=C1C(C=NCc2cccnc2)=C(O)c2ccccc21
10%	-3%	Cc1cc(C)c(S(=O)(=O)Nc2cccnc2)c(C)c1
-4.8%	-4%	O=C(NCc1ccc2c(c1)OCO2)C1CCC(CNc2c(N3CCCCC3)c(=O)c2=O)CC1 (centres undefined)
-4.9%	nt	COc1ccc(C2SCCN2S(=O)(=O)c2ccc(NC(C)=O)cc2)cc1 (centres undefined)
-2.3%	5%	CN(C)C(CNC(=O)CN1C(=O)NC2(CCc3ccccc32)C1=O)c1ccco1 (centres undefined)
15%	nt	CCCc1cc(=O)[nH]c(SCC(=O)Nc2c(C)cccc2C)n1
-2.1%&3.1%	0%	O=C(c1ccc2c(c1)OCO2)N1CCOCC1
-3.8%	3%	C=CCn1cnnc1C(CCC(C)C)CC(C)(C)O (centres undefined)
-3.3%	nt	O=C(N/N=C\c1cc(Br)cs1)C1COc2ccccc2O1 (centres undefined)
-0.3%	nt	CC(=O)N(CCCN1CCOCC1)Cc1ccncc1
-5.5%	-3%	c1ccc(C2=Nn3c(nnc3-c3cccnc3)SC2)cc1
1.3%	4%	COc1ccc(OC)c(N=C(C)C2=C(O)COC2=O)c1
2.2%	-3%	O=C(Cc1ccccn1)Nc1ccccc1
-1.3%	1%	C=CCN1C(=O)/C(=C\c2ccc(OC)c(OC)c2OC)C(=O)NC1=S
nt	-4%	CC(C)Cc1cc(C(=O)NCCCN2CCOCC2)no1
1.4%	-5%	O=c1c2c([nH]c3ccc(Br)cc13)CCCC2
0.7%	0%	O=C(O)CCC(NC(=O)c1cncc(Br)c1)C(=O)O (centres undefined)
-2.6%	-1%	CC(C)C12CN3CC(C(C)C)(CN(C1)C3c1ccccc1O)C2=O (centres undefined)
0.4%	0%	c1cnc(N2CCN(c3ncnc4c3oc3ccccc34)CC2)nc1
-2.3%	-2%	O=C(O)c1ccc(-c2n[nH]c(=O)c3ccccc23)cc1
0.4%	-3%	COc1cccc(C(=O)NNC(=O)c2cc([N+](=O)[O-])cc([N+](=O)[O-])c2)c1
0.6%	-6%	Cc1noc(C)c1C(=O)Nc1ccc2c(c1)CCC2
2.1%	-10%	Cc1nc2scc(-c3ccccc3)c2c(=O)o1
3.7%	2%	CCC(=O)N1CCN(c2ccc([N+](=O)[O-])cc2F)CC1
-2.6%	2%	CC(C)c1ccc(NC(=O)CCN2C(=O)c3ccccc3C2=O)cc1

An excerpt of these results, as labelled records.
molecule: O=C(c1ccc2c(c1)OCO2)N1CCOCC1
  Hsp70 inhibitors: -2.1%&3.1%
  MKP-3 inhibition: 0%

molecule: C=CCn1cnnc1C(CCC(C)C)CC(C)(C)O (centres undefined)
  Hsp70 inhibitors: -3.8%
  MKP-3 inhibition: 3%

Next entries follow.
Hsp70 inhibitors	MKP-3 inhibition	structure
2.2%	5%	CC(=O)Nc1ccc(-n2c(C)cc(/C=C3\C(=O)NC(=O)N(c4ccc(C)cc4)C3=O)c2C)cc1
0.2%	1%	Cc1cc(F)c(F)c(C(=O)N2CCN(C)CC2)c1Cl
-2.8%	nt	NC1=NC2(CCCCC2)N(c2ccc(F)cc2)C(N)=N1
0.2%	3%	Cc1cccc(CCNC(=O)C2CCCN(S(=O)(=O)c3cnc[nH]3)C2)c1 (centres undefined)
2.4%	-2%	CN1C(=O)/C(=C\c2ccccc2OCCOc2ccc(C(C)(C)C)cc2)SC1=S
2.7%	-9%	CN(Cc1cnn(C)c1)C(=O)c1cc2ccccc2oc1=O
3.3%	1%	CCN=C1SC(CC(=O)Nc2sc(C)c(C)c2C(=O)OC)C(=O)N1CC (centres undefined)
-1.3%	2%	CCOc1ccccc1N1CCN(S(=O)(=O)c2ccc(OC)cc2)CC1
-5.3%	0%	COc1ccc(CCNc2oc(COc3ccccc3F)nc2C#N)cc1OC
5.2%	1%	Cc1ccc2nsnc2c1S(=O)(=O)NCc1cccnc1
-2.6%	nt	CCC(C(=O)O)N1C(=O)c2ccccc2C1=O (centres undefined)
0.4%	0%	O=Cc1ccc(-c2ccc(Cl)c(C(=O)O)c2)o1
nt	2%	COc1ccc2ccccc2c1C1NC(=S)NC(C)=C1C(=O)Nc1cc(Cl)ccc1C (centres undefined)
-1.0%	2%	CCN(CC)C(=O)N1c2ccccc2CC(N(CC)CC)c2ccccc21 (centres undefined)
1.0%	-14%	Cc1cc(Oc2ccccc2)nc(-c2ccccc2O)n1
0.8%	nt	COc1ccc(/C=C/C(=O)c2ccc[nH]2)cc1OC
-0.8%	6%	O=C1C=C/C(=N\S(=O)(=O)c2cc(Cl)ccc2Cl)C=C1Cl
2.0%	5%	CC1CCN(CCOCCOc2ccccc2Br)CC1
-7.0%	-11%	O=C(COc1cccc(-n2cnnn2)c1)NCCC1=CCCCC1
-0.5%	-11%	CC(CC#CCN1CCOCC1)OCCC#N (centres undefined)
1.0%	4%	C/C=C(\C)CN1CCN(c2ccccc2F)CC1
-6.1%	1%	O=C(COc1ccccc1Cl)NNC(=O)c1ccc(O)cc1O
